High-throughput results (PubChem)
TWEAK Fn14 block = blocks TWEAK-Fn14 interaction in a reporter cell assay; TWEAK-stimulated Fn14 reporter cells, luciferase luminescence, 8 h; inhibition, % at 10 µM; hit rate 2% among 360,000; AID 1159606; in the data active = inhibition above about 50%
SRC1 inh = human NCOA1 inhibition; Q15788; HEK293 GAL4-SRC1 luciferase reporter, luminescence; inhibition, % at 3.6 µM; hit rate 0.12% among 360,000; AID 588354;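 active = inhibition above the campaign mean plus 3 SD, with each screening campaign given its own cutoff, cut at about 60% in these data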;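 also: 0% = DMSO treated cells and 100% = gossypol at 36 µM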
Target sequence (Q15788 whole entry, looked up, the tested form may be a part): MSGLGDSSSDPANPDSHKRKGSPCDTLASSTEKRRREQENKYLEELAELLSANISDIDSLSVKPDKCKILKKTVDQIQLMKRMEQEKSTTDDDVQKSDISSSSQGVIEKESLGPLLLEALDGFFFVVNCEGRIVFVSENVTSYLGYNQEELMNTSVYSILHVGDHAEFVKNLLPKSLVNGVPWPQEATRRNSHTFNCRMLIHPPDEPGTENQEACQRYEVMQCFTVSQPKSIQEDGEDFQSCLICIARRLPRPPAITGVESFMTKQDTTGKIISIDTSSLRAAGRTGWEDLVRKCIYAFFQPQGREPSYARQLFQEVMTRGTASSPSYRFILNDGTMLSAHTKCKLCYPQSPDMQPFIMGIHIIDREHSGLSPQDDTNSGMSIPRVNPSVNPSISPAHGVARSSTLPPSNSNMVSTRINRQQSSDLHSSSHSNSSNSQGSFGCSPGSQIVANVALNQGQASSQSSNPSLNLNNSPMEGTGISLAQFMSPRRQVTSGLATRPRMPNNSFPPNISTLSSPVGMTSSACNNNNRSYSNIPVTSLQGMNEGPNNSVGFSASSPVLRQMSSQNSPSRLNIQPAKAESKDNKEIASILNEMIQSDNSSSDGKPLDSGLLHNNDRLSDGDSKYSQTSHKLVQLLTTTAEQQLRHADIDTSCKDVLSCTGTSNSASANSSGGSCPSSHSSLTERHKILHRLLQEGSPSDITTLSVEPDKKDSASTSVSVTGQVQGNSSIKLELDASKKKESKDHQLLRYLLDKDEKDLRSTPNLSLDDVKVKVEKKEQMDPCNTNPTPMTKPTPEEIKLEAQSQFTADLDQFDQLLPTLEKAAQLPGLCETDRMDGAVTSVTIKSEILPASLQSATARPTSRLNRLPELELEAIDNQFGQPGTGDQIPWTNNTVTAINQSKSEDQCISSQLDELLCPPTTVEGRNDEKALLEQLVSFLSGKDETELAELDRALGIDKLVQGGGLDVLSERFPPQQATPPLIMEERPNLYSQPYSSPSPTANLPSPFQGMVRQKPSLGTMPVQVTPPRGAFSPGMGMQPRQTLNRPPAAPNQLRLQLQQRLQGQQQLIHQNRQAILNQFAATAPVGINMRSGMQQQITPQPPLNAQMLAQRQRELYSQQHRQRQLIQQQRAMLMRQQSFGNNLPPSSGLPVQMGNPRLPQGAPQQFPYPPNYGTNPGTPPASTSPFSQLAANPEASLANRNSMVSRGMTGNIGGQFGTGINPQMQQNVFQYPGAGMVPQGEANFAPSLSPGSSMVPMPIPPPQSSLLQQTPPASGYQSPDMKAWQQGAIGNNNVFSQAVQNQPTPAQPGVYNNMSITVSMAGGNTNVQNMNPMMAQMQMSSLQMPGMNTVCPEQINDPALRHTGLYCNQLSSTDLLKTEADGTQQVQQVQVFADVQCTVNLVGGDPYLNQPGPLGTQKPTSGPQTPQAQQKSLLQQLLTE
NOD2-RIPK2 inh = blocks binding of human NOD2 to RIPK2; inhibition, % at 4.98 µM; O43353; CHO BLA complementation NOD2-RIPK2, CCF4 ratio; hit rate 0.38% among 360,000; in the data active = inhibition above about 21%;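 also: 0% = vehicle only and 100% = reference blocker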
COUP-TFII inh = NR2F2 (human) inhibition, primary screen; hit rate 0.7% among 370,000; inhibition, % at 8.6 µM; P24468; HEK293T NGFI-A luciferase reporter, luminescence;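 active = inhibition above a per-plate cutoff, mean inhibition of test wells between control levels plus 3 SD, cut at about 38% in these data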;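 also: cells cotransfected with COUP-TFII expression vector driving the NGFI-A reporter; 0% = median of COUP-TF2 test wells and 100% = reporter-only cells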
TLR9-MyD88 block = inhibitors of human TLR9-MyD88 binding; Q9NR96+Q99836; CHO BLA complementation TLR9-MyD88, CCF4 FRET ratio; inhibition, % at 4.98 µM; hit rate 0.21% among 340,000; AID 504734;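 active = inhibition above the mean over all tested compounds plus 3 SD, cut at about 21% in these data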;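 also: 0% = DMSO only wells and 100% = clavulanate BLA inhibitor control wells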
NCOA2 inhibitor = inhibits human steroid receptor coactivator 2 | Q15596 | HEK293 GAL4-SRC2 luciferase reporter, luminescence | inhibition, % at 9 µM | hit rate 0.17% among 370,000 | AID 651957;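 active = inhibition above the mean inhibition of all tested compounds plus 3 SD, set per campaign, cut at about 52% in these data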;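 also: 0% = DMSO treated cells and 100% = cells given Gossypol at 36 µM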
C8 TRAIL sens = caspase-8 TRAIL sensitization. NB7+C8 cells + TRAIL, ATPlite viability luminescence. inhibition (viability loss, TRAIL sensitization), % at 10 µM. hit rate 1% among 360,000;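 active = compounds causing at least 50% loss of cell viability in the single-dose screen, relative to plate controls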
TROY signal inh = TROY signaling inhibition. Q293 LMP1-TROYcd NF-kB luciferase reporter, 4 h. inhibition, % at 10 µM. hit rate 0.98% among 360,000. AID 1347056;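 active = compounds whose plate-normalised and pattern-corrected inhibition of the luciferase reporter signal at the single screening dose is 50% or more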
SRC3 inh = inhibits human SRC3 coactivator. HEK293 GAL4-SRC3 luciferase reporter, luminescence. hit rate 0.17% among 360,000. inhibition, % at 3.6 µM. Q9Y6Q9;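 active = inhibition above a per-campaign cutoff, the mean of all compounds plus 3 SD, cut at about 60% in these data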;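 also: 0% = DMSO-treated cells and 100% = gossypol-treated cells at 36 µM; higher means less SRC3-driven luciferase light from the GAL4 reporter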
EBV LMP1 NFkB = Epstein-Barr LMP1 NF-kappaB reporter inhibition | LMP1-induced NF-kappaB luciferase reporter cells, luminescence | AID 504558 | hit rate 0.69% among 350,000 | inhibition, % at 12.5 µM; in the data active = inhibition above about 41%;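 also: 0% = neutral control wells and 100% = reference inhibitor control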
NR5A2 inv ag = inverse agonists of human LRH-1 (NR5A2). O00482. HEK293T StAR-luciferase reporter, LRH-1 transfected, 24 h. inhibition, % at 3.6 µM. hit rate 0.13% among 360,000;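 active = inhibition above the mean inhibition of all tested compounds plus 3 SD, cut at about 73% in these data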;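 also: 0% = DMSO wells and 100% = reporter-only cells lacking LRH-1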
The depositor's hits bear a star; nt = not tested or not shown. Not all compounds are listed, so the mix of outcomes need not match the whole.

SMILES	TWEAK Fn14 block	SRC1 inh	NOD2-RIPK2 inh	COUP-TFII inh	TLR9-MyD88 block	NCOA2 inhibitor	C8 TRAIL sens	TROY signal inh	SRC3 inh	EBV LMP1 NFkB	NR5A2 inv ag
CCc1ccc(-c2nc(CS(=O)CC(=O)NCc3ccco3)c(C)o2)cc1 (stereo unspecified)	76*	21	-3	32	3	54*	-4	44	33	17	41
O=C(CSc1nnc(NC(=O)c2c(F)cccc2F)s1)NCc1ccco1	-10	-25	8	-1	1	-9	-3	-2	-8	0	2
CN1CCN(S(=O)(=O)c2cccc(C(=O)Nc3cc(C(F)(F)F)ccc3N3CCCC3)c2)CC1	0	-12	4	-8	-6	-3	-4	-16	-1	6	-2
Cc1ccc(CNCC(O)(c2ccccc2)c2ccc(Cl)cc2)cc1 (stereo unspecified)	8	-5	0	13	-6	-1	12	18	3	-1	18
O=C(NC(C(=O)N/N=C/c1ccccc1)c1n[nH]c(=O)c2ccccc12)c1ccccc1 (stereo unspecified)	-31	-19	1	15	1	-25	2	-4	13	-2	-4
COc1cccc(/C=C2/SC(=S)N(CCC(=O)N3CCOCC3)C2=O)c1	-5	-1	0	7	1	7	-8	-33	16	-2	-8
CC1(c2ccccc2Cl)NC(=O)N(CC(=O)Nc2cccnc2Cl)C1=O (stereo unspecified)	-5	-19	-4	4	-2	0	-7	-7	5	-5	9
Nc1ccc2c(c1)ncn2CCCn1cnc2cc(N)ccc21	-22	-17	-13	-29	4	-5	-2	-6	1	-9	-1
C/C(=N\NC(=O)c1c(Cl)c(C)nn1C)c1cccc(NC(=O)C2CCCC2)c1	-22	4	-3	2	4	-18	-3	10	13	9	-2
CC(=O)OCC(=O)C1(O)CCC2C3CCC4=CC(=O)C=CC4(C)C3C(O)CC21C (stereo unspecified)	12	-19	-8	-19	nt	3	7	14	-39	18	1
COc1ccc(Cl)cc1C(=O)NC(C)C	6	-15	-9	16	1	14	-8	-8	3	5	13
Cc1ccc(C(=O)NCC2CCCO2)cc1N1CCCC1=O (stereo unspecified)	-15	-11	-10	15	-5	2	3	3	-21	-7	-3
COc1ccc(C(=O)O/N=C(\C)c2cnccn2)cc1	0	6	-4	-24	0	15	20	-14	4	-4	-9
Cc1cccc(Nc2nc(NCCO)nc(N3CCCC3)n2)c1	-21	-5	1	-12	-6	-4	-9	-4	-18	7	13
Cc1cc(-c2nnc(CCC(=O)N3CCN(Cc4cccnc4)CC3)o2)c(C)o1	0	11	0	-13	11	2	0	-1	-4	15	-3
O=C(NCCCc1ccccc1)c1cccc([N+](=O)[O-])c1	-4	-13	2	-18	-3	2	12	-19	9	-6	11
COc1ccc(Cc2nnc(NC(=O)Nc3ccc(F)cc3)s2)cc1OC	22	5	7	1	0	20	-12	25	14	10	-14
CC(=O)N(c1ccc2oc(=O)sc2c1)S(=O)(=O)c1ccccc1	1	-26	1	9	-2	16	-8	12	0	-4	-10
Cc1cc(C)nc(NC(=O)c2ccc(Cl)c(Cl)c2)n1	-4	-5	-10	11	-6	-13	1	-2	10	4	-4
O=C(c1ccco1)N1N=C(c2ccccc2O)CC1c1cccs1 (stereo unspecified)	6	4	-5	-1	-1	-8	-3	-9	0	0	6
COC(=O)CSc1nnc(SCc2ccccc2)s1	23	4	-26	15	0	6	-8	-6	-7	-1	2
CCSC(=N)N	-4	-19	-9	-1	-3	-5	4	-6	-6	-1	-10
CCOc1c2ccccc2nn1CCOC	9	3	-11	2	-6	5	-1	-6	-3	-9	10
CC1(C)Cc2ccccc2-c2nc(NCCCO)[nH]c(=O)c21	14	4	-2	-5	9	-28	-7	5	23	-10	5
CC(=O)N1CCC(N(CCN2CCOCC2)C(=S)Nc2cccc(C)c2C)CC1	-6	-22	-1	18	-2	8	-9	4	-5	-3	4

Printed as active in NCOA2 inhibitor (from the list above):
| canonical_smiles | TWEAK Fn14 block | SRC1 inh | NOD2-RIPK2 inh | COUP-TFII inh | TLR9-MyD88 block | NCOA2 inhibitor | SRC3 inh | EBV LMP1 NFkB | NR5A2 inv ag |
| --- | --- | --- | --- | --- | --- | --- | --- | --- | --- |
| CCc1ccc(-c2nc(CS(=O)CC(=O)NCc3ccco3)c(C)o2)cc1 (stereo unspecified) | 76* | 21 | -3 | 32 | 3 | 54* | 33 | 17 | 41 |

Random excerpt: 2 entries already listed.
SMILES	TWEAK Fn14 block	SRC1 inh	NOD2-RIPK2 inh	COUP-TFII inh	TLR9-MyD88 block	NCOA2 inhibitor	C8 TRAIL sens	TROY signal inh	SRC3 inh	EBV LMP1 NFkB	NR5A2 inv ag
CN1CCN(S(=O)(=O)c2cccc(C(=O)Nc3cc(C(F)(F)F)ccc3N3CCCC3)c2)CC1	0	-12	4	-8	-6	-3	-4	-16	-1	6	-2
Nc1ccc2c(c1)ncn2CCCn1cnc2cc(N)ccc21	-22	-17	-13	-29	4	-5	-2	-6	1	-9	-1

The main list resumes, repeating the 5 entries before the break.
SMILES	TWEAK Fn14 block	SRC1 inh	NOD2-RIPK2 inh	COUP-TFII inh	TLR9-MyD88 block	NCOA2 inhibitor	C8 TRAIL sens	TROY signal inh	SRC3 inh	EBV LMP1 NFkB	NR5A2 inv ag
COC(=O)CSc1nnc(SCc2ccccc2)s1	23	4	-26	15	0	6	-8	-6	-7	-1	2
CCSC(=N)N	-4	-19	-9	-1	-3	-5	4	-6	-6	-1	-10
CCOc1c2ccccc2nn1CCOC	9	3	-11	2	-6	5	-1	-6	-3	-9	10
CC1(C)Cc2ccccc2-c2nc(NCCCO)[nH]c(=O)c21	14	4	-2	-5	9	-28	-7	5	23	-10	5
CC(=O)N1CCC(N(CCN2CCOCC2)C(=S)Nc2cccc(C)c2C)CC1	-6	-22	-1	18	-2	8	-9	4	-5	-3	4
CCOC(=O)N1CCN(Cc2nc3c(c(=O)[nH]c(=O)n3C)n2CCCc2ccccc2)CC1	-8	-3	-1	4	-1	5	-10	-6	-3	6	-5
COc1ccc(/C=C2\SC(=O)N(CCC(=O)N3CCCCC3)C2=O)cc1OC	11	-18	-3	3	8	-12	23	14	11	8	-8
O=C1COc2ccccc2C(c2nc3ccccc3[nH]2)N1Cc1ccccc1 (stereo unspecified)	18	nt	-12	7	nt	-2	-10	15	nt	nt	-5
COc1ccc(C(=O)Nc2c(N)nc(SCC(=O)c3ccccc3)[nH]c2=O)cc1	0	7	-5	12	-6	-15	-8	19	-16	0	6
Cn1c(N)c(NC(=S)NC2CCCCC2)c(=O)n(C)c1=O	-8	-21	5	-3	-8	8	-1	-12	0	-14	6
COc1ccc2c(COC(=O)CCS(=O)(=O)c3ccc(C)cc3)cc(=O)oc2c1	-15	-8	-2	10	-4	22	-10	15	3	-4	-6
O=C(NNC(=O)c1ccc([N+](=O)[O-])cc1)NC1CCCCC1	5	-48	0	6	0	-8	-11	11	12	-5	-3
Cc1cc(NS(=O)(=O)c2ccccc2)c([N+](=O)[O-])cc1C	7	11	-9	2	7	10	-2	1	18	1	8
Clc1ccc(-n2cnc3c(Cl)ncnc32)cc1Cl	9	0	-7	-3	1	-27	74*	17	5	18	-24
CC1CC(C)CN(c2ncc3c(n2)CC(c2ccccc2Cl)CC3=O)C1 (stereo unspecified)	9	-3	0	4	1	3	1	-11	8	1	4
O=C(Nc1cccc(C(F)(F)F)c1)c1cc(S(=O)(=O)N2CCCCC2)ccc1N1CCOCC1	-17	5	-3	-10	-14	-17	-3	11	-4	16	-6
O=C(Nc1ccc2c(c1)OCO2)c1cc(C2CCCCN2S(=O)(=O)Cc2ccccc2)on1 (stereo unspecified)	9	-36	14	-31	nt	-51	31	64*	-106	nt	-86
COC(=O)c1ccc(S(=O)(=O)N2CCCCCC2)n1C	11	6	-8	-16	-16	7	-8	-6	13	0	23
CC(C)(C)c1ccccc1NC(=O)COC(=O)CN1C(=O)NC2(CCCC2)C1=O	6	-6	0	-6	9	-12	-2	0	11	-11	31
COc1ccccc1C1(O)CCN(C(=O)c2cccs2)CC1	-4	-1	-18	-6	-5	4	7	0	14	-8	4
Cc1ccc(S(=O)(=O)c2nc(Nc3nccs3)sc2Cl)cc1	-30	-49	-6	-1	-4	-2	8	52*	4	30	14
O=C(O)CN1CCc2ccccc2C1	-9	2	6	-3	2	-24	-1	-4	-4	0	-2
Cc1cccc(C2c3[nH]c4ccccc4c3CCN2C(=O)c2nn(C)c(=O)c3ccccc23)n1 (stereo unspecified)	32	-1	0	7	9	12	7	-3	-12	8	13
CC#CCCc1nc2ccccc2c(=O)n1N	-7	-4	-13	-8	-5	9	1	-7	4	-1	-27
O=C(Nc1ccc(Cl)cc1)P(=O)(O)c1ccccc1	2	-11	-3	3	-8	-7	-5	7	8	0	2
O=C(Nc1ccc2oc(-c3cccnc3)nc2c1)c1ccc2c(c1)OCCO2	-10	-1	8	-18	-8	-36	18	-3	-29	-10	-57
CCc1ccc2c(CC(=O)Nc3cccc(S(=O)(=O)N4CCOCC4)c3)coc2c1	7	-13	2	-2	11	10	6	7	16	-2	-5
COc1cccc(CNC(=O)[C@@H]2CCCN2C(=O)[C@H]2CCCCN2C(=O)c2ccccc2C)c1	-3	nt	-6	14	nt	1	-13	-1	nt	nt	-17
CCOc1ccc(S(=O)(=O)N2CCN(S(=O)(=O)c3ccc(C)c(C)c3)CC2)cc1	-2	2	0	-30	5	-26	-8	-13	-39	-11	-4
Cc1noc(NS(=O)(=O)c2ccc(NC(=O)c3cc(F)c(F)c(F)c3F)cc2)c1C	23	-8	6	6	-3	-4	-4	-9	-2	-1	6
CCc1ccc(CN2CCC(Oc3ccc(C(=O)N4CCCC4)cc3)CC2)cc1	-6	4	3	20	-8	6	-2	8	4	-4	-19
OC(COC(c1ccccc1)c1ccccc1)CN1CCOCC1 (stereo unspecified)	-11	-6	-7	0	-3	-7	-5	15	-41	5	2
O=C(/C=C/c1ccc(Cl)cc1)NCc1cccs1	-10	-14	9	-12	10	-20	4	-78	-32	-33	-46
Cc1ccc(OC(=O)C2c3ccccc3Oc3ccccc32)cc1C	-19	4	0	-1	7	-18	2	-5	5	12	-6
Cc1ccc(S(=O)(=O)C2(C(=O)Nc3ccc(C(C)C)cc3)CC2)cc1	5	-33	-2	-1	1	-13	9	-32	-3	-10	-23

Three entries from above, with two lines to a compound.
Each structure is followed by: TWEAK Fn14 block, SRC1 inh, NOD2-RIPK2 inh, COUP-TFII inh, TLR9-MyD88 block, NCOA2 inhibitor, C8 TRAIL sens, TROY signal inh, SRC3 inh, EBV LMP1 NFkB, NR5A2 inv ag
Cc1cc(-c2nnc(CCC(=O)N3CCN(Cc4cccnc4)CC3)o2)c(C)o1
  0, 11, 0, -13, 11, 2, 0, -1, -4, 15, -3
O=C(NCCCc1ccccc1)c1cccc([N+](=O)[O-])c1
  -4, -13, 2, -18, -3, 2, 12, -19, 9, -6, 11
COc1ccc(Cc2nnc(NC(=O)Nc3ccc(F)cc3)s2)cc1OC
  22, 5, 7, 1, 0, 20, -12, 25, 14, 10, -14
